# CFTR F508del cor: F508del CFTR correction, initial screen, CFBE line, single point; activity (quench increase), % at 7.58 µM; CFBE cells, YFP halide quenching; stimulated with forskolin plus potentiator P3; % fluorescence drop versus neutral controls; hit rate 0.36% among 350,000;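 active means mean added fluorescence quench of at least 8% versus neutral control, with both replicates also reaching 8%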;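 further: cells transiently co-express mutant CFTR-F508del with the halide-sensitive YFP; corrector assay measuring rescue of mutant channel to the surface after 24 h compound exposure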
# ERp5 inh: inhibitors of ERp5-driven insulin aggregation, primary screen, biochemical, turbidity, absorbance 650 nm, single point. inhibition, % at 9.99 µM. Protein disulfide-isomerase A6 (Homo sapiens), Q15084. 90 min. AID 651711, 2012. hit rate 0.05% among 350,000;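 active means mean replicate inhibition above about 25%, with every replicate also reaching it, limit read from the data, passing the limit was not always enough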
# Target sequence (Q15084 whole entry, looked up): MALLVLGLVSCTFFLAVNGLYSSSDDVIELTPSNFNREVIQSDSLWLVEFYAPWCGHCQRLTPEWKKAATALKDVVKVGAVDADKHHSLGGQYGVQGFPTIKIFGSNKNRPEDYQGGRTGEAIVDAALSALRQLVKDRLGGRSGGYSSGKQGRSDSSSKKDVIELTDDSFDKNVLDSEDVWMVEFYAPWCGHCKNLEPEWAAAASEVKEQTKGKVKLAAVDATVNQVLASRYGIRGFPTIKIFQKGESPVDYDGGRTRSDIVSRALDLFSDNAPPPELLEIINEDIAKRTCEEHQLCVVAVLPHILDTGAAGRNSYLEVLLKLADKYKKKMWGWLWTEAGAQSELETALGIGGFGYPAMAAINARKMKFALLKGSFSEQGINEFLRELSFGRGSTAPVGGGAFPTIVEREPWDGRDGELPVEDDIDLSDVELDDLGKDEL
# PAX8 inh HTS: inhibitors of PAX8-driven TPO luciferase reporter, primary screen, RMG-I cells, single concentration. SteadyGlo, 24 h. inhibition, % at 12.6 µM. hit rate 1.2% among 360,000. AID 652154, 2013;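 active means mean replicate inhibition at least 60% with every replicate also reaching 60%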;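 further: luciferase light reporting Pax8 driven TPO promoter activity; plate controls were median of neutral control wells for no effect and mitoxantrone controls for full effect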
# ARNT-TACC3 inh: disruptors of ARNT/TACC3 protein interaction, primary screen, biochemical, AlphaScreen, single concentration | AlphaScreen His-ARNT PAS-B/GST-TACC3 binding, luminescence; TACC3 fragment carries E629A point mutation | inhibition, % at 9.99 µM | hit rate 0.66% among 390,000;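 active means mean inhibition of replicates at least 50% and at least half of replicates each reaching 50%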;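 further: 0% = complete ARNT plus TACC3 wells and 100% = ARNT alone without TACC3; many hits fall short of the cut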
# EWS-Fli block: EWS/Fli-driven NR0B1 reporter inhibitors, primary screen, A673 cells, NR0B1 luciferase, luminescence, MLPCN library; viability-normalised; inhibition, % at 12.6 µM; hit rate 0.67% among 350,000;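 active means mean inhibition of at least 50% after viability correction, with every replicate also passing that limit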;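 further: firefly luciferase signal divided by Alamar Blue viability fluorescence both relative to DMSO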
# DENV2 CPE rescue: inhibitors of DENV2 cytopathic effect, primary screen, cell-based, plate reader, single concentration; CPE inhibition, % at 9.99 µM; DENV2-infected cells, cytopathic effect rescue; hit rate 1.7% among 350,000; in the data active means CPE inhibition above about 20%, passing the limit was not always enough; tested in BHK-21 cells;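 further: 0% = median of neutral control wells and 100% = median of positive control wells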
# GSIS activator: GLuc luminescence reporter in INS-1E cells, primary screen for activators of glucose-dependent secretion of insulin; INS-1E GLuc reporter insulin secretion, 2-3 h; activation, % at 16.6 µM; hit rate 0.61% among 370,000; AID 743287, 2014;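 active means lowest replicate activation of at least 40%, so every replicate reaches that level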;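 further: 0% = median of neutral control wells and 100% = median of IBMX positive control wells; some compounds called inactive have numbers as strong as hits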
# XiGFP reactiv: activators of inactive X chromosome reactivation, primary screen, imaging, XiGFP fibroblasts, GFP high-content imaging, set 2; XiGFP mouse fibroblasts, % GFP-positive cells imaging, 3 d; cells co-treated with 5-aza-dC sensitizer; scaled so ellipticine positive control = 100%; activation, % at 7.58 µM; hit rate 0.055% among 360,000; AID 743238, 2013;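 active means mean normalized replicate activation at least 10% and every replicate at or above 10%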;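 further: 0% = median of on-plate neutral control wells and 100% = ellipticine 6 µM median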
#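 Assay system: SV40-immortalized XiGFP fibroblast cells, line 68-5-11; buffer or medium: DMEM plus 5-aza-dC sensitizer; compound: one concentration, pinned; timing: compounds 3 days, fix/stain 15 min at room temperature; benchmarks: positive control ellipticine, 6 µM final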
# The depositor's hits bear a star; x = no result given. Only part of the results is shown. The share of hits here may be higher or lower than overall.
SMILES,CFTR F508del cor,ERp5 inh,PAX8 inh HTS,ARNT-TACC3 inh,EWS-Fli block,DENV2 CPE rescue,GSIS activator,XiGFP reactiv
CCCNS(=O)(=O)c1ccc(OCC(=O)Nc2ccccc2F)cc1,x,x,16,-2,x,x,-19,x
COc1ccccc1N1CCN(C(=O)c2ccc3nc(-c4ccco4)c(-c4ccco4)nc3c2)CC1,x,x,37,13,x,x,-33,x
COc1cccc(/C(O)=C2/C(=O)C(=O)N(CCCN3CCOCC3)C2c2ccncc2)c1 (stereo not drawn),x,x,-9,-8,x,x,-11,x
COCc1[nH]nc2c1C(c1ccccc1F)C(C#N)=C(N)O2 (stereo not drawn),x,x,11,3,x,x,5,x
Clc1ccc(-c2csc(NNC3=NCCCCC3)n2)cc1,x,x,-21,5,x,x,-10,x
CC(C)c1nc(SCC(=O)Nc2ccc(N3CCOCC3)cc2)c2ccccc2n1,x,x,7,2,x,x,-11,x
O=C(Nc1ccccc1)Nc1cccc2cccnc12,x,x,-86,4,x,x,-19,x
Cn1c(CCC(=O)Nc2ccc(N3CCOCC3)cc2)nc(=O)c2ccccc21,x,x,4,4,x,x,8,x
O=C(CSc1nnnn1-c1ccc(F)cc1)Nc1nc2ccccc2s1,x,x,-28,-3,x,x,0,x
O=Nc1c(O)n(Cc2ccc(Cl)c(Cl)c2)c2ccccc12,x,x,40,4,x,x,-23,x
Cc1ccc(OCc2nnc(SCC(=O)CC(=O)Nc3ccccc3)o2)cc1,x,x,6,-3,x,x,-22,x
O=C(CN1CCCCC1)Nc1cccc(-n2cnnn2)c1,x,x,-23,1,x,x,54,x
COc1cc(NS(=O)(=O)c2ccc(C)cc2C)cc(OC)c1OC,x,x,-3,5,x,x,-35,x
CCOC(=O)N1CCC(NC(=O)c2cc(S(=O)(=O)N3CCc4ccccc43)cn2C)CC1,x,x,12,0,x,x,-20,x
O=C(CSc1nnc(CN2CCOCC2)n1-c1ccccc1)N1CCc2ccccc21,x,x,-1,0,x,x,22,x
CC1CCN(C(C)C(=O)Nc2ccccc2-c2ccccc2)CC1 (stereo not drawn),x,x,16,-9,x,x,-22,x
Cc1ccc(C2C(C(=O)c3cccs3)=C(O)C(=O)N2CCN2CCOCC2)o1 (stereo not drawn),x,x,-12,-5,x,x,-10,x
O=C(/C=C\c1ccccc1)Nc1nccs1,x,x,-116,1,x,x,10,x
Nn1c(=O)c2ccccc2n2c(SCc3ccc(C(F)(F)F)cc3)nnc12,x,x,8,-3,x,x,1,x
Fc1ccc(Cn2cnc3ccccc32)cc1,x,x,-14,7,x,x,10,x
Cc1cc(Cl)cc(Cl)c1OCC(=O)NCc1ccco1,x,x,-7,-9,x,x,-14,x
CCCN(C)C[C@@H]1Oc2ncc(-c3ccccc3)cc2C(=O)N([C@@H](C)CO)C[C@@H]1C,0.5,x,-2,x,-11,x,x,x
CC(C)NC(=O)[C@@]1(C)c2ccccc2C(=O)N(Cc2cc(C(F)(F)F)cc(C(F)(F)F)c2)[C@H]1c1ccc(CO)cc1,0.1,x,-23,x,4,x,x,x
C[C@H]1CN([C@@H](C)CO)C(=O)Cc2cc(NC(=O)CCCN(C)C)ccc2O[C@H]1CN(C)Cc1ccc(-c2ccccc2)cc1,0.3,x,3,x,-6,x,x,x
CC(=O)Nc1cccc(NC(=O)CSc2nnnn2C)c1,x,2,x,x,x,12,8,x

# Reprinted at random: 7 entries already listed, in no set order.
SMILES,CFTR F508del cor,ERp5 inh,PAX8 inh HTS,ARNT-TACC3 inh,EWS-Fli block,DENV2 CPE rescue,GSIS activator,XiGFP reactiv
O=C(/C=C\c1ccccc1)Nc1nccs1,x,x,-116,1,x,x,10,x
COc1cc(NS(=O)(=O)c2ccc(C)cc2C)cc(OC)c1OC,x,x,-3,5,x,x,-35,x
COCc1[nH]nc2c1C(c1ccccc1F)C(C#N)=C(N)O2 (stereo not drawn),x,x,11,3,x,x,5,x
CCCN(C)C[C@@H]1Oc2ncc(-c3ccccc3)cc2C(=O)N([C@@H](C)CO)C[C@@H]1C,0.5,x,-2,x,-11,x,x,x
CC1CCN(C(C)C(=O)Nc2ccccc2-c2ccccc2)CC1 (stereo not drawn),x,x,16,-9,x,x,-22,x
Nn1c(=O)c2ccccc2n2c(SCc3ccc(C(F)(F)F)cc3)nnc12,x,x,8,-3,x,x,1,x
Cc1ccc(OCc2nnc(SCC(=O)CC(=O)Nc3ccccc3)o2)cc1,x,x,6,-3,x,x,-22,x

# Further compounds follow:
SMILES,CFTR F508del cor,ERp5 inh,PAX8 inh HTS,ARNT-TACC3 inh,EWS-Fli block,DENV2 CPE rescue,GSIS activator,XiGFP reactiv
Cn1c(CSc2nc3ccccc3s2)nnc1SCC(=O)NCCCN1CCOCC1,x,3,-3,x,x,x,6,x
O=C(O)C1CCCN1S(=O)(=O)c1ccc(Br)s1 (stereo not drawn) (tested in a mixture with another compound),x,4,5,x,x,x,0,x
O=S(=O)(c1cccs1)N1CCN(CC(O)COc2cc(Cl)ccc2Cl)CC1 (stereo not drawn),x,-8,40,x,x,x,-21,x
Cc1ccc(/C=N\Nc2nc3ccc(Cl)cc3[nH]2)o1,x,13,-179,x,x,x,-24,x
COC(=O)c1sc(NC(C)=O)c(C(=O)OC)c1C,x,-5,12,x,x,x,6,x
Cn1c(NCc2ccccc2O)nc2ccccc21,x,-13,-106,x,x,x,0,x
Cc1cccc(CCNS(=O)(=O)c2cnc[nH]2)c1,x,-8,10,x,x,x,-5,x
CCN=C1SC(CC(=O)NCCc2ccc(OC)c(OC)c2)C(=O)N1CC (stereo not drawn),x,0,15,x,x,x,19,x
Cc1ccc(C)c(OCC(=O)Nc2nc3ccc([N+](=O)[O-])cc3s2)c1C,x,1,7,x,x,x,9,x
O=C1CC(Sc2ncccn2)C(=O)N1c1ccccc1 (stereo not drawn),x,-3,2,x,x,x,6,x
CCc1nc(SCc2ccc(F)cc2)[nH]c(=O)c1C#N,x,-1,3,x,x,x,-24,x
CCOc1ccc(-n2cc(C(=O)Nc3cccc(C)n3)c3cc(OC)c(OC)cc3c2=O)cc1,x,-5,16,x,x,x,-11,x
CSc1nc(O)c(C2OC(=O)c3ccccc32)c(=O)[nH]1 (stereo not drawn),x,-8,4,x,x,x,-1,x
N=c1c(C(=O)NCc2ccccc2)cc2c(=O)n3ccccc3nc2n1Cc1ccco1,x,-2,-13,x,x,x,-24,x
O=c1c(-c2nnc(SCc3ccc(Cl)cc3Cl)o2)cccn1Cc1ccccc1,x,-6,25,x,x,x,-23,x
N#CCCN(C(=O)COC(=O)c1ccc2c(c1)NC(=O)CS2)c1ccc2c(c1)OCCO2,x,1,9,x,x,x,-14,x
CC1CC(C)CN(S(=O)(=O)c2cccc(C(=O)N3C(=O)c4cccc(N)c4C3=O)c2)C1 (stereo not drawn),x,-4,3,x,x,x,5,x
Cc1cccc(NC(=O)CC2NCCNC2=O)c1 (stereo not drawn),x,5,1,x,x,x,6,x
Cc1cccn2c(=O)c3cc(C(=O)NCC4CCCO4)c(=N)n(Cc4cccnc4)c3nc12 (stereo not drawn),x,16,-12,x,x,x,38,x
CN(C)CCCOC(=O)c1ccc(Cl)cc1,x,6,-10,x,x,x,9,x
Cc1nc2ccccc2n2c(-c3ccccc3)c3c(=O)n(C)c(=O)n(C)c3c12,x,9,32,x,x,x,11,x
C=CCn1c(SCC(=O)N2CC(=O)Nc3ccccc32)nc2scc(-c3ccccc3)c2c1=O,x,2,29,x,x,x,-5,x
COc1cccc(C(=O)COC(=O)c2ccc(NC(=O)c3ccccc3)cc2)c1,x,2,7,x,x,x,19,x
Cc1ccc(NC(=S)N2CCN(Cc3ccc4c(c3)OCO4)CC2)c(C)c1,x,6,19,x,x,x,-23,x
O=C(CCN1C(=O)S/C(=C\c2ccccc2)C1=O)N1CCOCC1,x,1,-45,x,x,x,-6,x

# As entered above.
# For GSIS activator, `COC(=O)c1sc(NC(C)=O)c(C(=O)OC)c1C` is listed with 6
# For ERp5 inh, `O=C1CC(Sc2ncccn2)C(=O)N1c1ccccc1` (stereo not drawn) is listed with -3
# For GSIS activator, `CSc1nc(O)c(C2OC(=O)c3ccccc32)c(=O)[nH]1` (stereo not drawn) is listed with -1

# Later entries
SMILES,CFTR F508del cor,ERp5 inh,PAX8 inh HTS,ARNT-TACC3 inh,EWS-Fli block,DENV2 CPE rescue,GSIS activator,XiGFP reactiv
CCCCN1Cc2cc(C(=O)c3cc(OC)ccc3O)cnc2NC1=O,x,1,-1,x,x,x,8,x
Cn1nc(-c2ccccc2)c(-c2nc(-c3cccc(C(F)(F)F)c3)no2)c1Cl,x,6,-15,x,x,x,3,x
Cc1ccc(Cc2cnc(NC(=O)/C(C#N)=C/c3ccc(-c4ccc([N+](=O)[O-])cc4)o3)s2)cc1,x,2,-7,x,x,x,-2,x
FC(F)(F)c1cccc(Oc2ccc3c(C(F)(F)F)cc(C(F)(F)F)nc3n2)c1,x,1,4,x,x,x,-3,x
Cc1cccc(C)c1NC(=O)C(c1ccccc1)N1CCC2(CC1)OCCO2 (stereo not drawn),x,-5,-12,x,x,x,12,x
CSc1nnc(-c2ccco2)c(-c2ccco2)n1,x,4,26,x,x,x,6,x
COc1ccc(NC(=S)NCCN2CCOCC2)c(OC)c1,x,3,7,x,x,x,-1,x
COc1ccc(CCN2C(=O)c3ccccc3C2(O)c2ncc[nH]2)cc1OC (stereo not drawn),x,2,12,x,x,x,17,x
CCOc1ccccc1NC(=O)CN(c1ccc(C)cc1)S(=O)(=O)c1c(C)noc1C,x,-4,7,x,x,x,6,x
Cc1cccc(-c2noc(CSc3ccccc3)n2)c1,x,-1,-267,x,x,x,2,x
COC(=O)c1ccc(C(=O)OC)c(NC(=O)COC(=O)C2CCCCC2)c1,x,-9,1,x,x,x,5,x
CC(/C=N/NC(=O)c1cc(-c2ccc(Cl)cc2)nc2ccccc12)=C\c1ccco1,x,15,87*,x,x,x,11,x
Cc1c(Cl)cccc1NC(=S)NCc1ccc(Cl)cc1,x,10,15,x,x,x,-3,x
CC1(c2ccccc2)NC(=O)N(CC(=O)Nc2ccc3c(c2)OCO3)C1=O (stereo not drawn),x,-10,-8,x,x,x,1,x
O=C(NCC1CCCO1)Nc1ccccc1 (stereo not drawn),x,-6,-6,x,x,x,-2,x
COc1ccc(NC(=O)CCCN2C(=O)C3C4C=CC(C4)C3C2=O)c(OC)c1 (stereo not drawn),x,12,3,x,x,x,15,x
C[C@H](CO)N1C[C@H](C)[C@H](CN(C)Cc2ccc(-c3ccccc3)cc2)Oc2ccc(NS(=O)(=O)c3ccccc3)cc2CC1=O,x,x,x,-4,x,x,0,0.1
Cc1noc(C)c1S(=O)(=O)N(C)C[C@@H]1Oc2ccc(NS(C)(=O)=O)cc2C(=O)N([C@H](C)CO)C[C@@H]1C,0.8,x,x,x,-3,x,x,0.3
CCN1[C@@H]2Cn3c(ccc(/C=C/c4ccccc4)c3=O)[C@H]1[C@@H](C(=O)N1CCCCC1)[C@@H]2CO,x,x,x,x,-1,x,-15,0.1
CCNC(=O)[C@H]1[C@H](CO)[C@H]2Cn3c(cccc3=O)[C@H]2N1CC1CCCCC1,x,x,x,x,2,x,1,0.2
CN1[C@@H]2Cn3c(ccc(-c4cccnc4)c3=O)[C@H]1[C@@H](C(=O)NCCc1ccccc1)[C@@H]2CO,x,x,x,x,-2,x,-7,0.1
COc1cccc(/C=c2\s/c(=C/C(=O)c3ccc(C)cc3)[nH]c2=O)c1OC,x,x,-22,x,x,x,2,-0.1

# From PubChem
